# Assay outcomes: PubChem, several laboratories
# PolyA inhibitor = blocks polyadenylation in yeast reporter cells; S. cerevisiae SKY197-pL101 polyadenylation reporter, beta-gal luminescence; efflux-impaired pdr1/pdr3 knockout yeast; score 100 = 6 SD above DMSO; calls only at 12 µM; 300,000 tested, 0.02% active; AID 1875;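 active means lowest replicate activity score at least 50, where 100 means six control SD above control mean; inconclusive means lowest score under 50 but half or more replicates reach 50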;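 further: yeast exposed to compound for 9 h at 30 °C; higher score means more reporter readthrough which indicates perturbed polyadenylation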
# Dyrk1A ADPGlo = blocks rat Dyrk1A kinase activity | AID 504441 | 310,000 tested, 0.43% active | ADP-Glo luminescence, NFATc1 peptide | inhibition, % at 12.5 µM | Q63470; in the data active means inhibition above about 50%;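 further: plate controls were vehicle with enzyme for no effect and no enzyme for full effect; many of its hits are not listed in these tables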
# HDAC3 inhib = blocks human histone deacetylase 3; inhibition, % at 8.3 µM; AID 2718; 320,000 tested, 0.15% active; recombinant HDAC3, fluorogenic peptide/trypsin coupled, fluorescence; in the data active means inhibition above about 26%, passing the limit was not always enough; inconclusive means no clear call, values can overlap the other calls
# Target sequence (O15379 whole entry, looked up): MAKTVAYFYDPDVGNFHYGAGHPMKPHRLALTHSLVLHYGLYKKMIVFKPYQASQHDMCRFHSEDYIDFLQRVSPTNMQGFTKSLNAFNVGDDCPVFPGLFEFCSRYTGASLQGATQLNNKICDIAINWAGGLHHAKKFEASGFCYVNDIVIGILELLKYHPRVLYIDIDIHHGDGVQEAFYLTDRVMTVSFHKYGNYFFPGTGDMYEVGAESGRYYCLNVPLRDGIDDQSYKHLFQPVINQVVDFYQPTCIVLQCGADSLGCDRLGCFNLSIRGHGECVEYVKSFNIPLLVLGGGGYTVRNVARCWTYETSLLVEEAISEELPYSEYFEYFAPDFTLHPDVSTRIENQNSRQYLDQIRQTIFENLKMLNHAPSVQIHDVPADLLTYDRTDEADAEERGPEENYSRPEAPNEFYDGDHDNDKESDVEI
# AI-2 QS modul = modulates the Vibrio harveyi AI-2 quorum sensing system; Vibrio harveyi JMH597 AI-2 luminescence/OD600 ratio, 9 h; stronger effect = lower value; strain lacks LuxN and CqsS sensors; 0 = neutral-control median; activity change, % at 7.5 µM; 300,000 tested, 0.4% active; AID 2094; in the data active means activity change below about -75%, passing the limit was not always enough; inconclusive means no clear call, values can overlap the other calls;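 further: luminescence divided by OD600 gain over 9 h not by final OD600 alone; inactives centre near 13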
# HSF1 inh = HSF1 inhibition. 300,000 tested, 0.77% active. activity change, negative = inhibition, % at 7.5 µM (by protocol). AID 2098. NIH3T3-HGL HSE-luciferase, MG132-induced, luminescence 8 h; stronger effect = lower value;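 active means more than half of replicate wells show activity change below -50%, luminescence cut by over half; inconclusive means some wells, but at most half, below -50%; inactive means no replicate well below -50%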;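 further: luciferase reports HSF-1 transcriptional activity via heat shock element; 0% = median of DMSO wells and -100% = zero luminescence signal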
# Platelet DG rel = modulates dense granule release in human platelets. inhibition, %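 (compounds screened at 7.5 µM in platelet-rich plasma)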. human platelet-rich plasma, SFLLRN dense granule ATP release, luminescence. 300,000 tested, 0.22% active;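 active means mean replicate score, as percent of positive control, at or above 50; inconclusive means mean below 50 but at least one replicate at or above 50; inactive means mean and every replicate below 50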
# GSK3A inh = blocks human GSK-3 alpha kinase; P49840; ADP-Glo luminescence, 60 min; inhibition, % at 10 µM; 320,000 tested, 0.1% active; AID 2650;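 in the data active means inhibition above about 50%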;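 further: GST-tagged GSK-3 alpha with peptide substrate and 25 µM ATP; 0% = DMSO neutral wells and 100% = GW8510 positive control wells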
# Target sequence (P49840 whole entry, looked up): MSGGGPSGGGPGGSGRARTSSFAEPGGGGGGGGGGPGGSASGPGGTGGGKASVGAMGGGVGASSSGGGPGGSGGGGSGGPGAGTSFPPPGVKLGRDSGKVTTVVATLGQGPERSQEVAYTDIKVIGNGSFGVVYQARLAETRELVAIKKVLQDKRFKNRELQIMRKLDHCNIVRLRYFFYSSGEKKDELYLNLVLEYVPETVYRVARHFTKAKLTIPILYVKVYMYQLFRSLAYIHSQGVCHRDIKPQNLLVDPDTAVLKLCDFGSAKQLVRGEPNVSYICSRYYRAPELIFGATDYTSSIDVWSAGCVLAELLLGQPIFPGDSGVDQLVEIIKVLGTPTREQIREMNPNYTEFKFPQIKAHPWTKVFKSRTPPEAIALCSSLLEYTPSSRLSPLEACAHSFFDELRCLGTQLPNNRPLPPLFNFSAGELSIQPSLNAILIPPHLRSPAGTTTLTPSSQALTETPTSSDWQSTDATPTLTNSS
# HSP90 refold inh = blocks HSP90-mediated luciferase refolding in reticulocyte lysate; AID 1789; inhibition, % at 5.6 µM; 290,000 tested, 0.91% active; Rabbit reticulocyte lysate, luciferase refolding luminescence, 3 h;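 active means inhibition above the screen-wide mean plus 3 SD, computed separately per campaign, cut at about 16% in these data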;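 further: 0% = DMSO wells and 100% = 60 µM geldanamycin wells; inhibitors lower the luminescence because luciferase stays unfolded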
# GSK3beta inhib = blocks human GSK3beta kinase activity | P49841 | GST-GSK3beta kinase, ADP-Glo luminescence, 60 min; stronger effect = lower value | activity score (negative = inhibition), % at 10 µM | 300,000 tested, 0.038% active | AID 2097;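 active means more than half of replicate wells score below -50%, meaning over 50% inhibition versus plate controls; inconclusive means some replicates but at most half score below -50%; inactive means no replicate scores below -50%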;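 further: 0% = median DMSO wells and -100% = median GW8510 positive control wells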
#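 Test system: GST-tagged human GSK3beta kinase, cell-free; evaluation: activity score scaled between in-plate DMSO and GW8510 controls; measured by: ADP-Glo luminescence; incubation: 60 min reaction, RT; benchmarks: DMSO and 20 µM GW8510; reagent: peptide substrate plus 25 µM ATP (final); medium: Tris/MgCl2 kinase buffer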
# HSF-1 act = increases HSF-1 driven luciferase reporter signal; NIH3T3-HGL HSF-1 luciferase reporter, MG132, 8 h; 100% = twice DMSO control signal; activation, % at 9 µM; 300,000 tested, 1.7% active; AID 504408;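 active means mean replicate activation of at least 50% with a set share of replicates each reaching 50%; inconclusive means only one of those two conditions met; inactive means mean below 50% and too few replicates reaching it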;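 further: 0% = median of the neutral control wells and 100% = twice that signal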
# * marks the source's active call; other numbers are inactive results; i = inactive; ? = inconclusive; . = not tested or not shown. This is a subset. The share of hits here may be higher or lower than overall.
1. O=C1NC(=O)C(=Cc2ccsc2)C(=O)N1
2. Cc1cc(C)cc(N2C(=O)NC(=O)/C(=C\c3cccn3-c3ccc(Cl)cc3)C2=O)c1
3. CCOc1ccccc1-n1c(O)c(C=Nc2c(C)n(C)n(-c3ccccc3)c2=O)c(=O)[nH]c1=O
4. c1cncc(CNC2=NCCCCC2)c1
5. CC1=C2C3OC(=O)C(C)C3CC[C@@]2(C)C=CC1=O (stereo not given in full)
6. Clc1cnc(Oc2ccc(Oc3ncc(Cl)cc3Cl)cc2)c(Cl)c1
7. Cc1cccc(OP(=O)(Oc2ccccc2)OC(c2ccccc2)C(F)(F)F)c1 (stereo not given)
8. OC1C2CN3CN(C2)CC1(c1ccccc1)C3 (stereo not given)
9. COC(=O)C1=C(c2cc3ccccc3s2)C[C@@H]2CC[C@H]1N2C(=O)NCc1cccc2ccccc12
10. CN(CCCCC(=O)/C=N/O)Cc1ccccc1 (tested in a mixture with another compound)

entry no.	1	2	3	4	5	6	7	8	9	10
PolyA inhibitor	i	i	i	i	i	i	i	i	i	i
Dyrk1A ADPGlo	-9	5	-2	2	6	0	-5	4	8	0
HDAC3 inhib	-8	0	1	-3	-1	5	?	.	3	-6
AI-2 QS modul	10	27	20	3	5	27	4	11	18	11
HSF1 inh	-1	4	-11	4	0	-3	9	-12	2	-6
Platelet DG rel	0	1	-1	-1	1	-1	6	-1	8	-1
GSK3A inh	-4	-3	1	-2	-2	-1	-4	.	-5	0
HSP90 refold inh	-2	-1	1	-1	3	3	-1	1	.	2
GSK3beta inhib	5	0	0	1	-1	2	1	2	15	-2
HSF-1 act	22	9	-15	2	8	-4	10	-20	0	-5

# Fetched one by one from above (5):
1. O=C1NC(=O)C(=Cc2ccsc2)C(=O)N1
2. Cc1cc(C)cc(N2C(=O)NC(=O)/C(=C\c3cccn3-c3ccc(Cl)cc3)C2=O)c1
7. Cc1cccc(OP(=O)(Oc2ccccc2)OC(c2ccccc2)C(F)(F)F)c1 (stereo not given)
6. Clc1cnc(Oc2ccc(Oc3ncc(Cl)cc3Cl)cc2)c(Cl)c1
9. COC(=O)C1=C(c2cc3ccccc3s2)C[C@@H]2CC[C@H]1N2C(=O)NCc1cccc2ccccc12

entry no.	1	2	7	6	9
PolyA inhibitor	i	i	i	i	i
Dyrk1A ADPGlo	-9	5	-5	0	8
HDAC3 inhib	-8	0	?	5	3
AI-2 QS modul	10	27	4	27	18
HSF1 inh	-1	4	9	-3	2
Platelet DG rel	0	1	6	-1	8
GSK3A inh	-4	-3	-4	-1	-5
HSP90 refold inh	-2	-1	-1	3	.
GSK3beta inhib	5	0	1	2	15
HSF-1 act	22	9	10	-4	0

# Later entries
11. Cc1ccccc1NC(=O)c1cc(-c2ccccc2)n(CCCN2CCOCC2)c1C
12. NC(=O)OCCCc1ccccc1
13. COc1ccc(CCn2c(O)c(C=NCc3cccnc3)c(=O)[nH]c2=O)cc1OC
14. CCCCCCCn1c(=O)c(C(=O)Nc2cnccn2)c(O)c2ccccc21
15. Cn1c(O)c(C2=NN(C(=O)CCl)C(c3ccccc3)C2)c(=O)n(C)c1=O (stereo not given)
16. Nc1c(C(=O)NCCN2CCOCC2)c2nc3ccccc3nc2n1Cc1ccco1
17. NP(=O)(OCCCc1ccccc1)Oc1ccc(Cl)cc1 (stereo not given)
18. CCOC(=O)c1c(N)n(CCN2CCOCC2)c2nc3ccccc3nc12
19. CCOc1cc(C=C2C(=O)NC(=O)NC2=O)ccc1OCC(=O)N1CCOCC1
20. CCCCCCCCCCCCn1ccc(=N)cc1

entry no.	11	12	13	14	15	16	17	18	19	20
PolyA inhibitor	i	i	i	i	i	i	i	i	i	i
Dyrk1A ADPGlo	.	-4	-6	.	20	12	10	26	1	7
HDAC3 inhib	2	3	6	12	-2	-44	0	-12	-1	3
AI-2 QS modul	-6	22	12	5	29	2	-66	13	19	0
HSF1 inh	-5	-8	8	-7	2	11	-3	-8	-2	-2
Platelet DG rel	6	-6	11	8	3	1	7	5	-4	-5
GSK3A inh	21	-2	5	-2	-4	5	0	-5	-2	-39
HSP90 refold inh	1	.	1	0	0	0	-5	-2	-2	1
GSK3beta inhib	4	-1	3	0	4	-1	3	0	-4	-12
HSF-1 act	3	6	27	18	2	1	8	-10	0	34

21. O=[N+]([O-])c1ccc(NCc2ccc(Cl)cc2)c2ccncc12
22. CCOC(=O)c1ccc(N2C(=O)CC(N3CC=C(c4ccc(F)cc4)CC3)C2=O)cc1 (stereo not given)
23. Cc1ccc2c(c1Cl)NC(C(=O)O)C1CC(Sc3ccccc3[N+](=O)[O-])C(Cl)C21 (stereo not given)
24. Cc1cc(/C=C2\C(=O)NC(=O)N(c3ccccc3)C2=O)c(C)n1-c1ccc(C(=O)O)c(Cl)c1
25. O=c1[nH]c(=O)n(-c2ccc(Br)cc2)c(O)c1C=NCCN1CCCCC1
26. CN(C)CCCNCC(=O)Nc1ccc(Cl)cc1C(=O)c1ccccc1
27. CCCCn1c(O)c(C(C)=NCCN2CCOCC2)c(=O)[nH]c1=O
28. Cc1ccc(NC(=S)NCCc2cnc[nH]2)cc1C
29. Nc1c(C(=O)OCc2ccccc2)c2nc3ccccc3nc2n1Cc1cccs1
30. O=C1N(c2ccc(Cl)cc2)C(c2cccnc2)N2CCCN12 (stereo not given)

entry no.	21	22	23	24	25	26	27	28	29	30
PolyA inhibitor	i	i	i	i	i	i	i	i	i	i
Dyrk1A ADPGlo	3	2	3	.	6	.	-7	1	1	.
HDAC3 inhib	8	0	-3	1	-6	-5	5	-1	-3	-3
AI-2 QS modul	-3	15	56	9	19	21	5	4	26	-1
HSF1 inh	11	4	-3	-5	-2	8	13	.	10	14
Platelet DG rel	18	9	-1	-3	-13	-2	-2	-5	-5	9
GSK3A inh	-3	1	-2	-3	-3	1	1	0	3	-5
HSP90 refold inh	9	0	3	-4	-2	0	5	0	4	1
GSK3beta inhib	0	-3	-3	5	-2	-1	0	1	0	0
HSF-1 act	-7	-15	36	-21	-6	0	11	.	35	18

31. COCCCn1c(N)c(C(=O)Nc2sc3c(c2C(=O)OC)CCCC3)c2nc3ccccc3nc21
32. CCOP(=O)(OCC)C(c1ccccc1)N(C)C=O (stereo not given)
33. CCOC(=O)c1cccc(-[n+]2c(-c3ccccc3)cc(-c3ccccc3)cc2-c2ccccc2)c1
34. CCOC(=O)C1(CCc2ccccc2)CCN(Cc2csc(C(C)=O)c2)CC1
35. CCN(CC(=O)Nc1ccc(C#N)c(Cl)c1)CC(=O)NC(C)(C)C
36. Cn1c(O)c(C=NCCCC(=O)O)c(=O)n(C)c1=O
37. CCCS(=O)(=O)N1CCCC(C(=O)N2CCC3(CC2)OCCO3)C1 (stereo not given)
38. CC[C@@H]1C=CC=CC[C@H](C)[C@@H](O)[C@@H](C)C(=O)[C@H](C)[C@@H](O)[C@H](C)C(=O)[C@H](C)[C@@H](O)[C@H](C)C=CC(=O)O[C@H]2[C@@H](C)[C@@H](CC1)O[C@@]1(CC[C@@H](C)[C@@H](C[C@H](C)O)O1)[C@@H]2C
39. O=[N+]([O-])/C=C1/NCCN1Cc1ccc(Cl)nc1
40. CC(C)C(=O)Nc1nnc(CCN(CCc2nnc(NC(=O)C(C)C)s2)[N+](=O)[O-])s1

entry no.	31	32	33	34	35	36	37	38	39	40
PolyA inhibitor	i	i	i	i	i	i	i	i	i	i
Dyrk1A ADPGlo	1	1	-5	1	.	2	2	.	-1	2
HDAC3 inhib	-10	-1	8	5	6	24	-2	50*	0	3
AI-2 QS modul	21	7	20	8	16	10	34	8	8	21
HSF1 inh	1	-11	-5	-8	1	-2	-2	11	-2	-9
Platelet DG rel	-16	2	-1	1	1	1	1	-2	-2	-1
GSK3A inh	-1	-8	12	-1	-2	1	2	-4	3	3
HSP90 refold inh	5	-1	.	-2	-1	-3	1	.	-3	-1
GSK3beta inhib	-2	2	-3	0	5	1	-2	6	-1	0
HSF-1 act	0	3	-15	7	-8	32	-8	3	-17	4

41. Cc1cccc2c(CCN)c[nH]c12
42. Cc1ccc(C(=O)C2CN3CCC2CC3)cc1 (stereo not given)
43. O=C(COC(=O)Cc1ccccc1)Nc1ccc(SC(F)F)cc1
44. CCOc1cc2c(cc1OCC)-n1cccc1C(c1ccccc1F)NC2 (stereo not given)
45. Cc1ccc2c(c1)C1CN(C)CCC1N2C(=O)CCCN1C(=O)c2cccc3cccc(c23)C1=O (stereo not given)
46. CCOC(=O)c1c(/N=C/c2c(O)n(-c3ccccc3F)c(=S)[nH]c2=O)sc2c1CCCC2
47. CCC1=C(C)C(N2CCOCC2)=NP(N2CCOCC2)(N2CCOCC2)=N1
48. Cc1cc(/C=C2\C(=O)NC(=O)N(c3cccc(F)c3)C2=O)c(C)n1-c1cc(C(=O)O)cc(C(=O)O)c1
49. COC(=O)C1C2c3ccccc3OC1(C)N=c1s/c(=C/c3cnn(C)c3)c(=O)n12 (stereo not given)
50. CCCC[N+]12C3C[C@H](C4[C@H](O)[C@]5(C[C@@H]41)c1ccccc1N(C)[C@@H]35)[C@H](CC)[C@H]2O (stereo not given in full)

entry no.	41	42	43	44	45	46	47	48	49	50
PolyA inhibitor	i	i	.	i	i	i	i	i	i	i
Dyrk1A ADPGlo	-6	3	1	-1	7	1	-4	-3	10	-1
HDAC3 inhib	-3	7	8	-2	-1	2	13	-1	12	4
AI-2 QS modul	49	34	-91*	49	23	23	-3	15	20	1
HSF1 inh	11	-8	-4	4	-1	-16	3	-2	0	-19
Platelet DG rel	11	0	-2	-11	1	-1	-4	-5	0	0
GSK3A inh	0	.	1	10	-1	1	-37	-2	-2	0
HSP90 refold inh	2	2	1	-6	6	3	-2	0	1	-5
GSK3beta inhib	1	-1	3	1	5	1	2	3	0	0
HSF-1 act	12	-1	4	-3	-7	-23	16	-1	-3	-34

51. CCCCn1c(O)c(C(C)=NCc2cccnc2)c(=O)[nH]c1=O
52. COC(=O)C1=CO[C@@H](C)[C@@H]2CN(CCc3c[nH]c4ccccc34)CC[C@H]12
53. COc1cc(/C=C2/C(=O)NC(=O)N(c3ccccc3)C2=O)ccc1O
54. N#CC(CCN1CCOCC1)(c1ccccc1)c1ccccc1
55. c1ccc2c(c1)OCC(C1=NCCN1)O2 (stereo not given)

entry no.	51	52	53	54	55
PolyA inhibitor	i	i	i	i	i
Dyrk1A ADPGlo	0	9	4	-2	4
HDAC3 inhib	5	9	-7	5	-1
AI-2 QS modul	11	8	18	-2	11
HSF1 inh	3	-5	2	-8	0
Platelet DG rel	7	2	-4	11	-2
GSK3A inh	10	1	-2	2	-2
HSP90 refold inh	-2	.	-7	-1	2
GSK3beta inhib	-4	1	-1	2	5
HSF-1 act	3	-9	-5	-1	2
